aGlu spleen mod: qHTS Assay for Inhibitors and Activators of Human alpha-Glucosidase From Spleen Homogenate; Lysosomal alpha-glucosidase (Homo sapiens), P10253; Potency, µM (doses to about 79.9 µM), for inactives: at the top dose activity change, negative = inhibition, usual class: inhibitors; human spleen homogenate, 4-MU-alpha-glucoside fluorescence; 0.006% of 240,000 active;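 further: potency means the concentration at half of the fitted maximal effect; 0% = enzyme with vehicle and -100% = no enzyme basal signal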
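Human spleen homogenate (1 ug) incubated with compounds and 1 mM 4-methylumbelliferyl-alpha-D-glucopyranoside in pH 5.0 citrate/phosphate buffer, 37 C, 40 min. Stopped at pH 10; 4-MU fluorescence (Ex 365/Em 440 nm); AC50 by Hill fit.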
GAA glycogen: qHTS Assay for Inhibitors and Activators of Human alpha-Glucosidase Cleavage of Glycogen | Lysosomal alpha-glucosidase (Homo sapiens), P10253 | recombinant GAA, glycogen substrate, Amplex Red glucose oxidase fluorescence | Potency, µM (series often up to 76.4 µM), for inactives: at the highest dose activity change, negative = inhibition, usual class: inhibitors | 0.38% of 300,000 active | AID 2100, 2009;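 further: potency means the concentration at half of the fitted maximal effect; 0% = full enzyme reaction and -100% = no-enzyme basal signal; the screen sought inhibitors and activators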
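Recombinant human alpha-glucosidase (4 nM final) hydrolysed bovine liver glycogen (30 ug) for 40 min at 37 C in pH 5.0 citrate/phosphate with 0.01% Tween-20. Released glucose detected by glucose oxidase/Amplex Red, Ex 573/Em 610 nm. Compounds up to 77 uM; AC50 from Hill fits.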
GAA inh: qHTS Assay for Inhibitors of Human alpha-Glucosidase as a Potential Chaperone Treatment of Pompe Disease. purified human GAA, 4-MU-alpha-glucoside fluorescence. Potency, µM (highest dose often 76.9 µM), for the others: top-dose activity change, negative = inhibition, most hits filed as inhibitors. 0.005% of 200,000 active. AID 1466, 2008;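 further: potency means the concentration at half of the fitted maximal effect; plate controls were uninhibited enzyme wells for no effect and no-enzyme background for full effect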
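Read-out is 4-methylumbelliferone fluorescence (Ex 365/Em 440 nm) after NaOH/glycine stop at pH 10. Enzyme 4 nM, substrate 400 uM, pH 5.0 citrate buffer, 20 min room temperature; AC50 from Hill-equation concentration-response.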
HttQ103 aggreg: qHTS Multiplex Assay to Identify Dual Action Probes in a Cell Model of Huntington: Aggregate Formation (GFP); Potency, µM (titrated, usually from 46.1 µM), for the others: top-dose activity change, negative = inhibition, usual class: inhibitors; AID 1688, 2009; PC12 HttQ103-GFP aggregates, Acumen cytometry, 40 h; 1.1% of 220,000 active; further: potency means the concentration at half of the fitted maximal effect; on the % scale 0 is the no-effect control and ±100 the full control effect; nearly all actives have a fitted effect of over 60% in size
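Steps: seed 1500 PC12 HTTQ103-GFP cells/well; add tebufenozide, 100 nM final; add compound titration; add ATPLite reagent; quantify GFP aggregates by laser scanning cytometry.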
CBFb-RUNX1 inh: qHTS Assay for Compounds Blocking the Interaction Between CBF-beta and RUNX1 for the Treatment of Acute Myeloid Leukemia. 230,000 tested, under 10 active. Runt-related transcription factor 1 (Homo sapiens) + Core-binding factor subunit beta …. Potency, µM (series often up to 59.8 µM), for inactives: at the top dose activity, negative = inhibition, hits mostly inhibitors. AlphaScreen CBFb-His/RUNX1-biotin binding, biochemical. AID 1477, 2009; further: % of control where 0% means no effect
Target sequence (Q01196 whole entry, looked up): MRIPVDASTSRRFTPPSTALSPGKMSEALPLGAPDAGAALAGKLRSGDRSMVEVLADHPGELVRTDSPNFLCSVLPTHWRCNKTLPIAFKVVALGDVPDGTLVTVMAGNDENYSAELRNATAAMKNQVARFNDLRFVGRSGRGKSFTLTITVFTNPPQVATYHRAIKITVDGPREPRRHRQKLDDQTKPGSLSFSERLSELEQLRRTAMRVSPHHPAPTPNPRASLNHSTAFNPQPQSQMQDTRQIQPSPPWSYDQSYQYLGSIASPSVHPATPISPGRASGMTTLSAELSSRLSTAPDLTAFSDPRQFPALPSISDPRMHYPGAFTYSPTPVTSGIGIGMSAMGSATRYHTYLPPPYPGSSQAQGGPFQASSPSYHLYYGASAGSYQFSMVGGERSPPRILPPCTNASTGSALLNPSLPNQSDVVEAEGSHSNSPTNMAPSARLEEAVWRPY
Target sequence (Q13951 whole entry, looked up): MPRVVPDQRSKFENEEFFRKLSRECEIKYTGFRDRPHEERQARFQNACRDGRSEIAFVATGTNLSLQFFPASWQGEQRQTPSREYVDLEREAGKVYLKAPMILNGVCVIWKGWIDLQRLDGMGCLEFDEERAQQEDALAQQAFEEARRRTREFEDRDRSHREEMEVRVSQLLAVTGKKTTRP
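His-tagged CBF-beta and biotinylated RUNX1 (30 nM each) were premixed 20 min at room temperature, exposed to compound for 15 min, then given nickel-chelate and streptavidin AlphaScreen beads (50 ng each). After 90 min, AlphaScreen signal was read.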
Lamin A splicing: qHTS Assay for Modulators of Lamin A Splicing; Potency, µM (titrated, usually from 46.1 µM), for inactives: at the top dose ratio change, negative = inhibition, hits mostly inhibitors; 0.01% of 200,000 active; HeLa LMNA splicing GFP/RFP minigene ratio, 48 h; active means well fitted inhibition curve with a large enough effect in the signal ratio, with a control signal flat, not every such curve was filed as active; inconclusive means small, poorly fitted or top-dose-only effect, or effect the other way, or a change in a side signal; the % refers to the signal ratio; further: potency means the concentration at half of the fitted maximal effect; on the % scale 0 is the no-effect control and ±100 the full control effect
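S3 HeLa stable clones carrying a lamin A-EGFP splicing minigene plus DsRed2 were seeded at 600 cells/well in Opti-MEM with 2% FBS, pin-dosed and incubated 48 h at 37°C. Acumen cytometry (488 nm) gave the GFP/RFP total-intensity ratio.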
HTT cytoprotect: qHTS Multiplex Assay to Identify Dual Action Probes in a Cell Model of Huntington: Cytoprotection (ATP). AID 1471, 2008. Potency, µM (highest dose often 56.4 µM), without a hit: cytoprotection (ATP increase), actives largely listed as activators. 0.14% of 230,000 active. PC12 HTT-Q103 induced, cytoprotection, ATP luminescence, 40 h;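 further: potency means the concentration at half of the fitted maximal effect; % of control where 0% means no effect; nearly all actives have a fitted effect of over 45% in size; toxic huntingtin expression switched on by the ecdysone agonist tebufenozide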
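PC12 cells stably carrying ecdysone-inducible Htt exon 1 (Q103)–GFP were induced with 100 nM tebufenozide (final) alongside library compounds in a dose series. Cytoprotection was scored as retained ATP by ATPlite luminescence.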
* marks the source's active call; other numbers are inactive results; ? = inconclusive; . = no result given; [ ] = another dose, or the depositor's remark. Unless noted, the call rests on the fitted dose curve; in most records, active means well fitted curve in the direction sought with a large enough effect; inconclusive means small, poorly fitted or top-dose-only effect, or another doubt; inactive means no such curve, though single readings can be large; an effect the other way counts as inactive or inconclusive.

SMILES | aGlu spleen mod | GAA glycogen | GAA inh | HttQ103 aggreg | CBFb-RUNX1 inh | Lamin A splicing | HTT cytoprotect
Cn1c(CC(=O)NCCO)c(Sc2ccccc2)c2ccccc21 | -8% | -1% | -2% | 10% | -9% | -13% | -8%[10 µM]
CCOc1ccccc1-n1nnnc1SCC(=O)NCc1ccco1 | -3% | 17% | -14% | . | -1% | ? | .
COCC(=O)Nc1cc(Cl)c(OC)cc1OC | 2% | 11% | 3% | 16% | ? | -4% | -8%[10 µM]
COCc1cc(=O)[nH]c2cc(NC(=O)C(F)(F)F)c(C)cc12 | 5% | 6% | 5% | 5% | -2% | 7% | -18%
C=C(C)CNC(=S)N/N=C/c1ccco1 | 2% | -11% | . | 19%[9.22 µM] | 6% | . | 33%[10 µM]
O=C(Nc1ccc(Cl)c(C(F)(F)F)c1)C(=O)N1CCCCC1 | -1% | -6% | 4% | -31% | -1% | -10% | 19%[10 µM]
Cc1c(F)cccc1NC(=O)CCCCCC1NC(=O)NC1C (stereo not drawn) | -3% | -7% | 5% | 23% | . | . | -29%
CCNc1nc(NCC)nc(N(n2cnnc2)S(=O)(=O)c2ccc(C)cc2)n1 | -4% | -4% | 2% | ? | -2% | -8% | -3%[10 µM]
CCOC(=O)c1ccc(S(=O)(=O)N2CCN(C(C)=O)CC2)cc1 | -1% | 3% | -1% | 15% | -16% | 13%[46 µM] | 17%
COC(=O)c1ccc(CSc2nc3sc(C(=O)O)c(C)c3c(=O)[nH]2)cc1 | -1% | -8% | ? | -5% | 4% | ? | 7%

Three entries out of the list above, ordered by their value in GAA glycogen, smallest number first:
smiles	GAA glycogen
Cc1c(F)cccc1NC(=O)CCCCCC1NC(=O)NC1C (stereo not drawn)	-7%
O=C(Nc1ccc(Cl)c(C(F)(F)F)c1)C(=O)N1CCCCC1	-6%
COCc1cc(=O)[nH]c2cc(NC(=O)C(F)(F)F)c(C)cc12	6%

(further entries)
SMILES | aGlu spleen mod | GAA glycogen | GAA inh | HttQ103 aggreg | CBFb-RUNX1 inh | Lamin A splicing | HTT cytoprotect
Cc1ccccc1N=C1NC(=O)CC(c2ccccc2)S1 (stereo not drawn) | 6% | 11µM* | 1% | 0% | -6% | -11% | 3%
CCCCN(CCCC)CCCNC(=O)CC1Oc2ccc(C)cc2NC1=O (stereo not drawn) | -13% | -4% | -8% | -18% | -1% | 0% | 0%[10 µM]
Cc1cccc(CCNC(=O)CN(C)S(=O)(=O)c2ccc3c(c2)c(=O)n(C)c(=O)n3C)c1 | 2% | -7% | -6% | -21% | -2% | 3% | -10%
COc1ccc2c(c1)C1(Nc3ccccc3-c3nc4ccccc4n31)C(=O)N2 (stereo not drawn) | -10% | -17% | -12% | -6% | -5% | -4% | -4%
COc1ccc(C(=O)NC(C)c2ccccc2)cc1Br (stereo not drawn) | -13% | -4% | ? | 12% | 4% | -2%[46 µM] | .
COc1ccc(/C=N/N=C2\CC3CCC2(C)C3(C)C)cc1O (stereo not drawn) | -1% | 1% | -2% | 14% | 4% | 1% | 27%
Cc1cccc(CCNC(=O)CC2C(=O)NCCN2CC2CCCCC2)n1 (stereo not drawn) | -6% | 7% | 2% | 0%[9.22 µM] | 8% | 4%[46 µM] | 16%[10 µM]
O=C(/C=C/c1ccccc1)Nc1nc(-c2ccncc2)cs1 | . | 1% | -7% | -3% | 1% | ? | -76%[inhibitor]
CC(=O)N1C2(C=CC1(C)C(=O)NCCN1CCOCC1)CCCCC2 (stereo not drawn) | 0% | . | . | . | 4% | . | -35%[inhibitor]
CN(C)C=Nc1ccc2nn(-c3ccccc3)nc2c1 | 7% | -4% | ? | 3% | 4% | 8% | -49%[inhibitor]
CC(C)(C)C(=O)NC(=S)Nc1ccccc1F | -10% | -9% | -3% | 2% | 1% | 9% | -4%
OCCN1CCN(CCSc2ccccc2)CC1 | 1% | 0% | 0% | 3% | 19% | -1% | 2%
O=C1N=C(N2CCN(c3ccccc3)CC2)S/C1=C\c1ccco1 | 1% | -1% | -14% | 14% | . | 8%[46 µM] | -44%[inhibitor]
C=CCn1c(SCC(=O)c2ccc(OC)cc2)nnc1C(C)NC(=O)c1cccs1 (stereo not drawn) | -4% | 1% | -6% | 9% | 5% | 1% | 1%
CN(Cc1ccno1)Cc1cn(C)nc1-c1ccc(Oc2ccccc2)cc1 | -11% | 8% | -10% | -18% | -5% | . | -26%
O=C1CCCC2=C1C(c1ccncc1)c1c(nc(SCc3ccccc3Cl)[nH]c1=O)N2 (stereo not drawn) | -2% | -3% | 1% | 0% | 2% | 5% | -13%
O=C(CNCc1ccco1)Nc1ccc(N2CCCCCC2)cc1 | -3% | ? | 11% | 18% | -25% | -8%[46 µM] | 2%
CCNc1ncc2nc(-c3cc(F)cc(F)c3)c(=O)n(C3CC3)c2n1 | -4% | . | . | . | . | ? | -89%[inhibitor]
Cc1ccc2[nH]c3c(=O)n4c(nc3c2c1)SCC4 | -6% | 0% | -2% | 11% | 13% | -5%[46 µM] | 0%[1.9 µM]
O=C(Nc1nc2c(s1)CCCC2)c1ccc(Br)s1 | -3% | -9% | -3% | ? | 3% | ? | -89%[inhibitor]
CC1(C(=O)Nc2cccc3ccccc23)CC1(Br)Br (stereo not drawn) | 8% | 0% | . | -10%[9.22 µM] | -3% | . | -18%[10 µM]
CCCCC#Cc1ccc2c(c1)COc1c3ccccc3nn1-2 | 3% | -5% | . | -34%[9.22 µM] | 3% | . | -9%[10 µM]
CN(C(=O)COC(=O)CNS(=O)(=O)/C=C/c1ccccc1)C1CCS(=O)(=O)C1 (stereo not drawn) | -2% | 8% | 2% | 7% | 3% | 1% | 15%
CCOC(=O)/C(C#N)=C/c1cn(CCC(=O)O)nc1-c1ccc(OC)cc1 | 4% | 2% | -3% | 16% | -2% | ? | -8%[10 µM]
C#CCOCCOCCOCCNc1nc(N2CCN(C(=O)C([C@@H](C)CC)n3cc(C(N)CO)nn3)CC2)nc(N2CCN(C(=O)[C@H](CCC(=O)O)n3cc(C(N)Cc4ccc(O)cc4)nn3)CC2)n1 (stereo partly drawn) | 6% | 2% | . | -27%[9.22 µM] | 0% | . | 14%[10 µM]
CCn1ncc(Br)c1C(=O)Nc1cccc(F)c1 | -3% | 6% | -4% | 25% | -4% | . | .
CC(c1ccco1)N(C(=O)c1ccc(S(=O)(=O)N2CCCCC2)cc1)c1ccccn1 (stereo not drawn) | -16% | -4% | -26% | -16% | 2% | 3% | 7%[10 µM]
O=c1ccnc(SCc2ccccc2Cl)[nH]1 | 0% | 1% | -1% | 10% | 3% | -6% | 1%
CCOc1ccc(/C=C2\SC(=O)N(CCNC(=O)C3COc4ccccc4O3)C2=O)cc1OC (stereo not drawn) | 2% | -10% | 1% | -13% | -2% | ? | -9%[10 µM]
NNC(=O)c1ccc(Cn2cc(Br)c(N)n2)cc1 | 3% | -10% | -13% | -6%[9.22 µM] | 4% | . | 19%[10 µM]

Of the compounds above, these have a CF3 group:
SMILES | aGlu spleen mod | GAA glycogen | GAA inh | HttQ103 aggreg | CBFb-RUNX1 inh | Lamin A splicing | HTT cytoprotect
COCc1cc(=O)[nH]c2cc(NC(=O)C(F)(F)F)c(C)cc12 | 5% | 6% | 5% | 5% | -2% | 7% | -18%
O=C(Nc1ccc(Cl)c(C(F)(F)F)c1)C(=O)N1CCCCC1 | -1% | -6% | 4% | -31% | -1% | -10% | 19%[10 µM]

Continuation:
SMILES | aGlu spleen mod | GAA glycogen | GAA inh | HttQ103 aggreg | CBFb-RUNX1 inh | Lamin A splicing | HTT cytoprotect
COC(=O)c1c(C)nc(C)c2c(=O)oc3ccccc3c12 | -3% | -18% | -1% | 14% | 3% | 15% | -19%
CCOC(=O)N1CCC(Nc2ccc3nnc(-c4ccccc4)n3n2)CC1 | 3% | 3% | -8% | -2% | -3% | -3% | -12%
CCNC(=O)NC(=O)C(C)OC(=O)CCS(=O)(=O)c1ccc(C)cc1 (stereo not drawn) | 1% | 0% | 1% | 4% | 11% | -22%[46 µM] | -26%
Cc1[nH]n(-c2nc(-c3ccccc3F)cc(=O)[nH]2)c(=O)c1CCO | 1% | -5% | 5% | -13% | -4% | 6%[46 µM] | 15%[10 µM]
CN(C)c1ccc(/C=C/c2nnnn2-c2ccccc2)cc1 | -3% | 6% | -12% | 25% | -1% | ? | -15%[10 µM]
CC(C)n1cnnc1SCC(=O)Nc1cccc(S(=O)(=O)N(C)c2ccccc2)c1 | 7% | 3% | . | -3%[9.22 µM] | 3% | . | 2%[10 µM]
Cc1ccnc(NC(=O)c2cccc([N+](=O)[O-])c2C)c1 | 4% | -1% | -12% | -5% | -11% | 14%[46 µM] | -61%[inhibitor]
CC1CCCCC1NC(=O)CSc1nnc(CN2CCOCC2)n1C (stereo not drawn) | 1% | -3% | -13% | -3% | 6% | -7% | 0%[0.074 µM]
C/C(Cn1nnc([N+](=O)[O-])n1)=N\NC(=O)c1ccc(Cl)c(Cl)c1 | 1% | -10% | -7% | ? | -3% | ? | -3%
Cc1ccc(NC(=O)CN(Cc2ccccc2)S(C)(=O)=O)cc1C | -3% | 4% | 1% | 3% | 3% | -2% | -8%
CCOC(=O)C1=C(C)NC(=O)CC1c1cc(OC)c(OC)cc1Br (stereo not drawn) | . | 2% | -1% | 6% | 6% | ? | -14%
O=C(NC1CC1)c1ccc(CN(c2ccccc2)S(=O)(=O)c2ccccc2)cc1 | 1% | 21% | -1% | -6% | -4% | -6%[46 µM] | -26%
CCC(=O)OCC(=O)Nc1ccc2c(c1)OCO2 | 4% | -9% | ? | -4% | -4% | . | -16%

High-throughput results as filed in PubChem BioAssay.
